High-throughput results (PubChem)
MrgX1 ag: human MrgX1 receptor agonism, primary screen | Q96LB2 | MrgX1-HEK293 cells, Fluo-4 calcium fluorescence, agonist mode; active compounds read high | B-score at 10 µM | 310,000 compounds, 0.44% hits | AID 588627;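 active = calcium response B-score plate-corrected fluorescence ratio at least 3 library SD, with starting fluorescence B-score inside 5 SD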
Target sequence (Q96LB2 whole entry, looked up): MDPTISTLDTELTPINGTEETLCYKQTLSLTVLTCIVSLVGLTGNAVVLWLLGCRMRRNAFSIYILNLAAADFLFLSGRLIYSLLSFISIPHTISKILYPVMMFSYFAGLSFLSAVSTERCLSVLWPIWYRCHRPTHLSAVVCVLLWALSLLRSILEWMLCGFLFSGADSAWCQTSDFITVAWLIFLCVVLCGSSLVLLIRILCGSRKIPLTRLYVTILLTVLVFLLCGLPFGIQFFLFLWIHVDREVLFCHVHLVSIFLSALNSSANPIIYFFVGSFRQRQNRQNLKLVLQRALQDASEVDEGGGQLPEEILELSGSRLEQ
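Material: MrgX1-expressing HEK293 cells / Dosing: compound as first of three additions / Incubation: overnight seeding, then 1 h dark dye loading / Signal: Fluo-4 NW calcium fluorescence / Evaluation: B-scored fluorescence response ratio / Benchmarks: positive and negative control wells on each plate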
TRPC6 inhibitor: inhibitors of mouse TRPC6 channel; AID 2553; B-score at 10 µM; HEK293-TRPC6, membrane potential dye, ACh-evoked depolarization; active compounds read low; 310,000 compounds, 1.1% hits; Q61143;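 active = B-score under library mean minus 3 SD, initial fluorescence not abnormally high, positive integrated signal ratio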;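 also: B-score derived from integrated fluorescence ratio over the kinetic read; more negative B-score means stronger inhibition of depolarization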
TRPC4 inh: TRPC4 (mouse) channel inhibition; Q9QUQ5; 300,000 compounds, 0.39% hits; B-score at 10 µM; HEK293 TRPC4beta/mu-opioid, DAMGO-evoked Fluo4 calcium flux; active compounds read low; AID 2247;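 active = B-score over 3 SD under the library average, no early fluorescence shift, positive overall ratio signal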
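Assay system: HEK293 cells with stable TRPC4beta plus mu-opioid receptor expression. Dosing: single dose. Measured by: Fluo4 Ca2+ flux fluorescence. Also added: DAMGO in two steps, submaximal then maximal. Read-out: B score from integrated Fluo4 fluorescence ratio.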
TRPC4 potent: allosteric potentiators of mouse TRPC4 channel. HEK293 TRPC4beta/mu-opioid, DAMGO EC20, Fluo-4 Ca2+ flux; active compounds read high. B-score at 10 µM. 310,000 compounds, 0.42% hits. AID 2227;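 active = B-score of calcium response area above 5 SD of library B-scores, with initial fluorescence ratio within 5 SD of library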;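 also: B-score of integrated fluorescence ratio over time as area under calcium response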
TRPC4 agonist: TRPC4 (mouse) channel activation; 310,000 compounds, 0.49% hits; B-score at 10 µM; HEK293 TRPC4beta/mu-opioid, Fluo4 calcium fluorescence; active compounds read high; Q9QUQ5;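 active = B-score above 5 SD of library B-scores, and initial fluorescence ratio not above library mean plus 5 SD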;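 also: positive B-score marks a calcium rise read as TRPC4 activation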
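System – HEK293 cells stably co-expressing mouse TRPC4beta and mu-opioid receptor · Signal – Fluo4 calcium-sensitive dye fluorescence, kinetic, 1 Hz baseline · Benchmarks – buffer (low) and maximal DAMGO (high) · Read-out – B score of integrated fluorescence ratio per well · Incubation – dye loading 45 min room temperature, 110 s kinetic read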
TRPC6 activator: activators of mouse TRPC6 channel; Q61143; HEK293-TRPC6 membrane potential dye fluorescence; active compounds read high; B-score at 10 µM; 310,000 compounds, 0.13% hits; AID 2550;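 active = B-score of the integrated fluorescence ratio above library mean plus 3 SD, and starting fluorescence ratio within library mean plus 5 SD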;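 also: higher score means more depolarization so channel activation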
MrgX1 antagonist: antagonists of human MrgX1 receptor; 310,000 compounds, 1.3% hits; B-score at 10 µM; Q96LB2; MRGX1-HEK293 calcium flux, Fluo-4, BAM8-22 antagonism; active compounds read low; AID 588676;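 active = calcium-response B-score plate-corrected more than 3 library SD below zero, starting fluorescence within 5 deviations, no agonist response on first addition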;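 also: peak minus trough fluorescence over baseline after final BAM8-22 challenge near maximal dose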
ANO1 block: blocks the mouse calcium-activated chloride channel TMEM16A | Q8BHY3 | HEK293 TMEM16A/YFP iodide influx fluorescence, ionomycin | normalized B-score (activity score, 25-100; higher = stronger inhibition) at 10 µM | 310,000 compounds, 1.2% hits | AID 588511;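 active = ratio plate-corrected score three or more library SD toward inhibition, starting fluorescence score within five deviations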;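 also: score derived from kinetic fluorescence span divided by baseline fluorescence per well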
ANO1 activ: activators or potentiators of mouse TMEM16A chloride channel | B-score at 10 µM | HEK293 TMEM16A/YFP-H148Q/I152L, iodide quench fluorescence; active compounds read low | 340,000 compounds, 0.3% hits;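 active = fluorescence-ratio B-score plate-corrected deviation score at least 3 library SD below zero, with starting fluorescence score within 5 deviations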;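 also: channel opened by trigger with iodide after compound preincubation; score built on the fluorescence ratio of max minus min over baseline; more negative score means more quench and so TMEM16A activation or potentiation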
RGS4 inh: human RGS4 inhibition | P49798 | HEK293 M3R/RGS4 inducible, Fluo-4 calcium flux; active compounds read high; triggered by carbachol at its EC20 | B-score at 10 µM | 310,000 compounds, 0.45% hits | AID 463165;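 active = B-score, a plate-corrected calcium signal, over three deviations above library mean, with baseline fluorescence within five deviations of library mean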;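 also: RGS4 expression induced by doxycycline in cells with stable M3 receptor; B-score is computed from the integrated fluorescence ratio over baseline after carbachol; higher B-score means a larger calcium signal and so more RGS4 inhibition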
Target sequence (P49798 whole entry, looked up): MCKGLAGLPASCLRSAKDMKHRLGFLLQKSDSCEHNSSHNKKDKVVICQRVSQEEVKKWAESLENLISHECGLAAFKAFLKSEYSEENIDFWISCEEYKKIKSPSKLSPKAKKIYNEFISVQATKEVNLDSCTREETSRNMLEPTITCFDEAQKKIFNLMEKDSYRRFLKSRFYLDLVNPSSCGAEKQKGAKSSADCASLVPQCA
MrgX1 allo act: allosterically activates human MrgX1 receptor signaling; Q96LB2; MrgX1-HEK293, Fluo-4 calcium flux, FDSS; active compounds read high; B-score at 10 µM; 310,000 compounds, 0.63% hits; AID 588675;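 active = plate-corrected calcium response at least 3 library SD above typical, normal starting fluorescence, not activating the receptor alone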;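 also: compound read alongside a low EC10 to EC30 dose of BAM8-22 agonist; peak minus trough fluorescence over baseline measured at the second addition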
The depositor's hits bear a star; i = inactive; . = not tested or not shown. Rows were taken by chance; 5.8% or so of the library scored in one or more.

Fields – MrgX1 ag	TRPC6 inhibitor	TRPC4 inh	TRPC4 potent	TRPC4 agonist	TRPC6 activator	MrgX1 antagonist	ANO1 block	ANO1 activ	RGS4 inh	MrgX1 allo act
COc1cc(/C=C/C(=O)NCCc2ccc(S(N)(=O)=O)cc2)ccc1OCC#N
  i	i	i	i	i	i	i	i	i	i	12*
CC(=O)c1sc(NC(=O)CS(=O)(=O)c2ccccc2)nc1C
  i	i	i	i	i	i	i	i	i	i	i
COc1ccc(-c2cc(C)no2)cc1S(=O)(=O)NCCCN(C)Cc1ccccc1
  i	i	i	14*	i	i	i	i	i	i	i
O=C(Cn1c(=O)oc2ccccc21)Nc1ccccc1Cl
  i	i	i	i	i	i	i	i	i	i	i
CCCCNc1c(-c2cccc(-c3cc(C(C)=O)cs3)c2)nc2cc(C)ccn12
  i	i	i	i	i	i	i	i	i	i	i
CC(=O)c1ccc(N2CCN(C(=O)Nc3cccc(F)c3)CC2)cc1
  i	i	i	i	i	i	i	i	i	i	i
CC1=C(C(=O)OC(C)C)C(c2cn(-c3ccccc3)nc2-c2cccs2)NC(=O)N1 (stereo not given)
  i	i	i	13*	i	i	i	i	i	i	i
CCOC(=O)N1CCC(N2C(=O)c3ccccc3C2Nc2ccc3c(c2)OCCO3)CC1 (stereo not given)
  i	i	i	i	i	i	i	i	i	i	i
COc1ccc(N(C(C)=O)c2nc(C)cc(C)c2C#N)c(OC)c1
  i	i	i	i	i	i	i	i	i	i	i
S=C(NCc1ccc2c(c1)OCO2)NC1CC1
  i	i	i	i	i	i	i	i	i	i	i
Cc1cc(C)nc(NS(=O)(=O)c2ccc(NC(=O)CCC3COc4ccccc4O3)cc2)n1 (stereo not given)
  i	i	i	i	i	i	i	i	i	i	i
CN(C)CCn1c(N)nc2ccccc21
  i	i	i	13*	i	i	i	i	i	i	i
Cc1cc(C)nc(NC(=O)c2cc(Br)ccc2Cl)n1
  i	i	i	i	i	i	i	i	i	i	i
Clc1ccc2nc(-c3ccncc3)cc(-c3ccccc3)c2c1
  i	i	i	i	i	i	i	i	i	i	i
CN1CCN(S(=O)(=O)c2ccc(NC(=O)Nc3cccc(Cl)c3)cc2)CC1
  i	i	i	i	i	i	i	i	i	i	i
COc1cc(SC)ccc1C(=O)Nc1ccc(C)cc1
  i	i	i	i	i	i	i	i	i	i	i
Nc1nonc1C(=O)NCCN=Cc1cc(Cc2ccccc2)cc(Br)c1O
  i	i	i	i	i	i	i	i	i	i	i
CC(C)c1ccc(NC2CCCN(C(=O)c3cccnc3)C2)cc1 (stereo not given)
  i	i	i	i	i	i	i	i	i	i	i
CCOc1cc(-c2nc(C)c(C(C)=O)n2O)ccc1OCC(=O)Nc1ccccc1
  i	i	i	i	i	i	i	i	i	i	i
Cc1[nH]nc(-c2ccc(O)c(C)c2O)c1-c1cnn(-c2ccccc2)c1
  i	i	i	i	i	i	i	i	i	i	i
CN(C)CCCNC(=S)N1CCn2c(nc3ccccc32)C1
  i	i	i	i	i	i	i	i	i	i	i
O=C(NCc1ccc2c(c1)OCO2)C(=O)NCC1OCCN1S(=O)(=O)c1ccccc1 (stereo not given)
  i	i	i	i	i	i	i	i	i	i	i
CC(C)C(C(=O)Nc1ccc(S(=O)(=O)N2CCOCC2)cc1)N1C(=O)c2ccccc2C1=O (stereo not given)
  i	i	.	i	i	i	i	i	i	i	i
CCCCOc1ccc(/C=C/C(=O)OCC(=O)N2CC(=O)Nc3ccccc32)cc1OCC
  i	i	i	i	i	i	i	i	i	i	i
Cc1cccc(NC(=O)CSc2nnnn2-c2ccc3c(c2)OCCO3)n1
  i	i	i	i	i	i	i	i	i	i	i
COc1nc(N(c2ccccc2)c2ccccc2)nc(-n2ccnc2)n1
  i	i	i	i	i	12*	i	i	i	i	12*
Cc1ccc(-n2c(SCC(=O)NCCN3C(=O)CSC3=O)nnc2-c2cccc(C)c2)cc1
  i	i	i	i	i	i	i	i	i	i	i
COc1cc(NC(=O)Cc2c(C(=O)O)[nH]c3ccccc23)cc(OC)c1OC
  i	i	i	i	i	i	i	i	i	i	i
O=C(Nc1ccc(N2CCCC2)cc1)C(Cl)c1ccccc1 (stereo not given)
  i	i	i	i	i	i	i	i	i	i	i
Cc1cccc(C)c1OCC(=O)Nc1c(C)nn(C)c1C
  i	i	i	i	i	i	i	i	i	i	i
Oc1ccc(/C=N/Nc2nc(N3CCCC3)nc(N3CCCC3)n2)cc1O
  i	i	i	i	i	i	i	i	i	i	i
CCC(=O)Nc1cccc(C2=NOC3(C2)C[C@@H](C(N)=O)N(C(=O)COc2ccc(Cl)cc2)C3)c1 (stereo not given in full)
  i	i	i	i	i	i	i	i	i	i	8.9*
O=C(NC1=NCCS1)c1cc(-c2ccc(-c3ccccc3)cc2)nc2ccccc12
  i	i	i	i	i	i	i	i	i	i	i
CCn1c(=O)n(CC)c2cc(N)ccc21
  i	i	i	i	i	i	i	i	i	i	i
CCOC(=O)c1ccc(NC(=O)COc2ccccc2CNCCO)cc1
  i	i	i	i	i	i	i	i	i	i	i
O=C(COC(=O)c1n[nH]c2ccccc12)c1cccc(Br)c1
  i	i	i	i	i	i	-5.4*	i	i	i	i
Cc1occc1C(=O)N1CCN(C(=O)C2CCCO2)CC1 (stereo not given)
  i	i	i	i	i	i	i	i	i	i	i
COc1ccc(N=C2CCS(=O)(=O)c3sccc32)cc1
  i	i	i	i	i	i	i	i	i	i	i
S=c1[nH]nc(COc2ccccc2)n1/N=C/c1ccc(Cl)cc1Cl
  i	i	i	i	i	i	i	i	i	i	i
COc1cccc(N2CCN(S(=O)(=O)c3cc4c(cc3Cl)NC(=O)CO4)CC2)c1
  i	i	i	i	i	i	i	i	i	i	i
CC(C)C[C@H](NC(=O)c1cc2cc(Cl)ccc2n1C)C(=O)N1CCC(C(=O)O)CC1
  i	i	i	i	i	i	i	i	i	i	i
CCOC(=O)CN(Cc1ccccc1)S(=O)(=O)c1ccc(NC(C)=O)cc1
  i	i	i	i	i	i	i	i	i	i	i
O=C(Nc1ccc(-c2csc(Nc3ccc(Cl)cc3)n2)cc1)c1cc([N+](=O)[O-])cc(C(F)(F)F)c1
  i	i	i	i	i	i	i	i	i	i	i
N#Cc1nc(-c2ccc(OCc3ccccc3)cc2)oc1NCc1ccco1
  i	i	i	i	i	i	i	i	i	i	i
CC1=NNC(=O)C1CC(=O)N/N=C/C=C/c1ccccc1 (stereo not given)
  i	i	i	i	i	i	i	i	i	i	i
COc1cccc(NC(=O)C(NCCC(C)C)c2ccccc2)c1 (stereo not given)
  i	i	i	i	i	i	i	i	i	i	i
CCCC1C(=O)Nc2ccccc2N1C(=O)c1ccc(C(C)(C)C)cc1 (stereo not given)
  i	i	i	16*	i	i	i	i	i	i	i
O=C(O)CCCNC(=O)Cc1ccccc1
  i	i	i	i	i	i	i	i	i	i	i
Cc1ccc(OCC(=O)NNC(=O)CCC(=O)Nc2ccc(C)cc2C)cc1
  i	i	i	i	i	i	i	i	i	i	i
CCCS(=O)(=O)N1CCc2ccc(NC(=O)C3CCCO3)cc2C1 (stereo not given)
  i	i	i	i	i	i	i	i	i	i	i

Remaining list, next part:
Fields – MrgX1 ag	TRPC6 inhibitor	TRPC4 inh	TRPC4 potent	TRPC4 agonist	TRPC6 activator	MrgX1 antagonist	ANO1 block	ANO1 activ	RGS4 inh	MrgX1 allo act
CC(C)CCNC(=S)Nc1ccccc1F
  i	i	i	i	i	i	i	i	i	i	i
Cc1ccc(C(=O)NC2CCCCNC2=O)cc1 (stereo not given)
  i	i	i	i	i	i	i	i	i	i	i
Cc1cccc([C@@H]2[C@@H]3C(=O)N(Cc4ccccc4)C(=O)[C@@H]3[C@]3(CC(C)C)C(=O)N(c4cccc(Br)c4)C(=O)N23)c1
  i	i	i	i	i	i	i	i	i	i	i
CC(C)c1ccc(/C=C/C(=O)Nc2nc3ccc([N+](=O)[O-])cc3s2)cc1
  i	i	i	i	i	i	i	i	i	i	i
NC(=O)C1(C(N)=O)OC1c1ccc(Cl)cc1Cl (stereo not given)
  i	i	i	i	i	i	i	i	i	i	i
NC(=O)CC(NC(=O)c1ccccc1)c1ccc(NCc2ccccc2)c([N+](=O)[O-])c1 (stereo not given)
  i	i	i	i	i	i	i	i	i	i	i
O=C(CCNC(=O)c1ccc(Br)cc1)Nc1nccs1
  i	i	i	i	i	i	i	i	i	i	i
COC(=O)/C=C(\C)NC(=O)c1ccccc1Cl
  i	i	i	i	i	i	i	i	i	i	i
Cc1ccc(CNC(=O)CCNS(=O)(=O)c2ccc(C)cc2)cc1
  i	i	i	i	i	i	i	i	.	i	i
Cc1ccc(C)c(S(=O)(=O)N/N=C2/CCCc3ccccc32)c1
  i	i	i	i	i	i	i	i	i	i	i
CCOC(=O)c1c(NC(=O)CSc2nc3ccccc3[nH]2)sc2c1CC(C)(C)NC2(C)C
  i	i	i	i	i	i	i	i	i	i	i
CCC1(C(=O)O)NC(c2cccc(OC)c2O)C2C(=O)N(c3ccccc3)C(=O)C21 (stereo not given)
  i	i	i	i	i	i	i	i	i	i	i
O=C(c1ccc(CNS(=O)(=O)c2ccc(Br)cc2)cc1)N1CCCCCC1
  i	i	i	i	i	i	i	i	i	i	i
Cc1ccccc1/C=C1\OC(=O)c2ccccc21
  i	i	i	i	i	i	i	i	i	i	i
CCNC(=S)N1CCN(CCN=CC2=C(O)CC(C)(C)CC2=O)CC1
  i	i	i	i	i	i	i	i	i	i	i
Cc1cc(NC(=O)COn2nnc3ccccc32)no1
  i	i	i	i	i	i	i	i	i	i	i
